From PubChem
L3MBTL1 block = L3MBTL1 (human) inhibition. Potency, µM (titrated, usually from 57.1 µM), for inactives: at the top dose activity, negative = inhibition, usual class: inhibitors. AlphaScreen L3MBTL1–H3K9me1 peptide binding. 0.66% of 230,000 active. Q9Y468; also: potency is read from the fitted curve at half-maximal effect; % is scaled to controls: 0 for no effect and ±100 for the full control effect; nearly all actives have a fitted effect of over 60% in size
Target sequence (Q9Y468 whole entry, looked up): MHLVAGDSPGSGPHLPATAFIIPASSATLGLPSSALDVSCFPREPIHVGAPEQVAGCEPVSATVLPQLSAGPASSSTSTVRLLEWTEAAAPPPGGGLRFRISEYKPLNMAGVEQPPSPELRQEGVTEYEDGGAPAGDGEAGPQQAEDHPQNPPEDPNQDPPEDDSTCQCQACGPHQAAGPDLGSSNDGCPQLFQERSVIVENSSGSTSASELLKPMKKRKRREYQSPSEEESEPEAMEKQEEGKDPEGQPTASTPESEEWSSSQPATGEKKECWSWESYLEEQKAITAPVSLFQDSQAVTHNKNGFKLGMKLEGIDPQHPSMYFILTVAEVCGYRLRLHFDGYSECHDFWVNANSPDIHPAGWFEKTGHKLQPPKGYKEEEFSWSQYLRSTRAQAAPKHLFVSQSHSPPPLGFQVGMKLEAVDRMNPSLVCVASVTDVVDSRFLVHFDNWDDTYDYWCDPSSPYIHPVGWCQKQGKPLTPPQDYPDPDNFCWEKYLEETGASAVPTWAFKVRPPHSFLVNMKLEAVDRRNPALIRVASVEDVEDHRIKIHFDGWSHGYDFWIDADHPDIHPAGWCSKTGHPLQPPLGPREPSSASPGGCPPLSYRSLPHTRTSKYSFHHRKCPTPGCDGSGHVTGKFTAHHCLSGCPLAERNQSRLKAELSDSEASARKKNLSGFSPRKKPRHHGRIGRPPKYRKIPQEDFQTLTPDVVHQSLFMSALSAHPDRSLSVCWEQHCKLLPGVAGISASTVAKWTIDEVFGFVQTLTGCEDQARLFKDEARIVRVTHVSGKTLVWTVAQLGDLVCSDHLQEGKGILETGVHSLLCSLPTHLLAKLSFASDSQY
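First, the protein-peptide complex forms for 30 min at room temperature (L3MBTL1 50 nM, biotinylated H3K9me1 peptide 75 nM). Next, compounds are pin-transferred and incubated 30 min. Finally, AlphaScreen beads are added and read after 30 min.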
Epigenetic derep = derepresses silenced GFP reporter in murine cells. murine LDR cells, GFP reporter derepression, 30 h. 0.2% of 280,000 active. AID 1865. Potency, µM (doses to about 53.9 µM), without a hit: at the top dose GFP activation, usual class: activators; also: potency is read from the fitted curve at half-maximal effect; % of control where 0% means no effect; nearly all actives have a fitted effect of over 60% in size
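Derepression of a silenced CMV-GFP reporter in murine LDR cells is scored by enumerating GFP-positive cells with a laser-scanning microplate cytometer after 30 hours of treatment at 37 C.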
IMPase Li inh = IMPase inhibition in cells with lithium potentiation; CHO-M1 cells, IP1 TR-FRET (IP-One), carbachol + lithium; Potency, µM (series often up to 59.4 µM), inactives show at the highest dose activity, negative = IMPase inhibition, hits mostly inhibitors; 0.35% of 210,000 active; AID 1457;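 also: IP1 builds up when IMPase is blocked and the TR-FRET signal falls; potency is read from the fitted curve at half-maximal effect; plate controls were basal vehicle for no effect and high inhibitor control for full effect; nearly all actives have a fitted effect of over 50% in size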
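IP1 accumulation measured by competitive TR-FRET in lysed CHO-M1 cells after 30 min compound exposure at 37C, with a small lithium addition to potentiate weak responses. Hill-equation AC50 from ratio and donor-channel data.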
HTT aggregate = reduces HttQ103-GFP aggregates in PC12 cells; PC12 HttQ103-GFP aggregates, Acumen cytometry, 40 h; Potency, µM (titrated, usually from 46.1 µM), without a hit: at the highest dose activity change, negative = inhibition, hits mostly inhibitors; 1.1% of 220,000 active; AID 1688; also: potency is read from the fitted curve at half-maximal effect; % is scaled to controls: 0 for no effect and ±100 for the full control effect; nearly all actives have a fitted effect of over 60% in size
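Aggregate formation scored by laser-scanning cytometer (488 excitation, 500–530 emission) in lysed PC12 cells expressing Q103-GFP after 100 nM tebufenozide induction; library tested in dose series, with ATPLite reagent added in the multiplex.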
NPSR antag = neuropeptide S receptor (human) antagonism, cAMP | Q6W5P4 | CHO-NPSR cells, cAMP TR-FRET, antagonist mode | Potency, µM (highest dose often 38.3 µM), inactives show at the highest dose activity change, negative = inhibition, actives largely listed as inhibitors | 1% of 220,000 active; also: potency is read from the fitted curve at half-maximal effect; % is scaled to controls: 0 for no effect and ±100 for the full control effect; nearly all actives have a fitted effect of over 50% in size; many of its hits are not listed in these tables
CBFb-RUNX1 inh = blocks binding between human CBF-beta and RUNX1. AlphaScreen CBFb-His/RUNX1-biotin binding, biochemical. AID 1477. 230,000 tested, under 10 active. Potency, µM (highest dose often 59.8 µM), without a hit: top-dose activity, negative = inhibition, hits mostly inhibitors; also: % of control where 0% means no effect
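CBF-beta (His) and RUNX1 (biotin), 30 nM each; 20 min preassociation; + compound, 15 min; + beads 50 ng each (Ni, streptavidin), 90 min; RT; AlphaScreen read.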
Luc counter = blocks Kinase-Glo luciferase, a counter-screen artifact. Q27757. Kinase-Glo luciferase, ATP luminescence, 8 min. Potency, µM (top dose mostly 38.3 µM), for inactives: at the top dose activity change, negative = inhibition, usual class: inhibitors. 0.28% of 200,000 active. AID 1379; also: potency is read from the fitted curve at half-maximal effect; % is scaled to controls: 0 for no effect and ±100 for the full control effect; nearly all actives have a fitted effect of over 60% in size
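Compound is pinned into ATP-containing buffer (10 uM ATP, imidazole pH 7.2, 7 mM MgCl2). Kinase-Glo luciferase reagent is then added. Light output is recorded following an 8-min room-temperature incubation.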
* marks the source's active call; other numbers are inactive results; & = joins results of further samples; [ ] = another dose, or the depositor's remark. Calls follow the shape of the dose curve; as a rule, active = well fitted curve in the direction sought with a large enough effect; inconclusive = small, poorly fitted or top-dose-only effect, or another doubt; inactive = no such curve, though single readings can be large; an effect the other way counts as inactive or inconclusive. An excerpt, so the mix of outcomes need not match the whole.

N#CC(Cc1ccccc1OC(F)F)c1nc2ccccc2[nH]1 (configuration not stated) was read as L3MBTL1 block 11%, Epigenetic derep -1.5%, IMPase Li inh -1%, HTT aggregate -5%, NPSR antag 6%, CBFb-RUNX1 inh -2% and Luc counter -2%.
For COc1ccc(NC(=O)Nc2ccc(F)c(Cl)c2)cc1 the results were L3MBTL1 block 14%, Epigenetic derep 2.3%, IMPase Li inh 4%, HTT aggregate inconclusive, NPSR antag -11%, CBFb-RUNX1 inh 9% and Luc counter 1%.
`COC(=O)c1sccc1NC(=O)c1ccncc1` gave L3MBTL1 block 4%, Epigenetic derep 0.8%, IMPase Li inh -9%[38.3 µM], HTT aggregate -5%, NPSR antag 10%[46.1 µM], CBFb-RUNX1 inh 10% and Luc counter -2%.
For CCOC(=O)N1CCC2(CC1)C(C#N)=C(N)Oc1n[nH]c(CSc3ccc(C)cc3)c12 the results were Epigenetic derep 0.1%, IMPase Li inh 18%[38.3 µM], HTT aggregate 20%, NPSR antag -23%[46.1 µM], CBFb-RUNX1 inh 0% and Luc counter 3%.
Cc1c(C(=O)OCc2ccccc2)nnn1-c1nonc1N was read as L3MBTL1 block 3%, Epigenetic derep 1.0%, IMPase Li inh -3%[38.3 µM], HTT aggregate inconclusive, NPSR antag -20%[46.1 µM], CBFb-RUNX1 inh 0% and Luc counter -6%.
`Cn1c(CSCC(=O)Nc2ccccc2)nnc1SCc1ccccc1` gave L3MBTL1 block -8%, Epigenetic derep -0.3%, HTT aggregate -3%[9.22 µM], NPSR antag -5%[7.67 µM] and CBFb-RUNX1 inh 4%.
Cc1ccc(C(=O)NCC(=O)OC(C)C(=O)Nc2ccc(N3CCOCC3)cc2)s1 (configuration not stated) was read as L3MBTL1 block -14%, Epigenetic derep 4.1%, HTT aggregate 14%[9.22 µM], NPSR antag 19% and CBFb-RUNX1 inh -1%.
For COc1ccc(C2CC(c3ccccc3)=NN2C(=O)COC(=O)c2nc3nccc(C)n3n2)cc1 (configuration not stated) the results were L3MBTL1 block -2%[11.4 µM], Epigenetic derep 1.1%, IMPase Li inh 7%, HTT aggregate 14%, NPSR antag -6%, CBFb-RUNX1 inh -8% and Luc counter 3%.
`COC(=O)C1=C(C)N(CCc2cc(OC)c(OC)c(OC)c2)C(=O)N[C@H]1c1cccs1` gave L3MBTL1 block -7%, Epigenetic derep 0.0%&0.0%, IMPase Li inh -14%&2%, HTT aggregate -12%, NPSR antag 2%, CBFb-RUNX1 inh 11%&15% and Luc counter -7%&2%.
`COc1ccc(NC(=O)CSc2nnc(Cn3cnc([N+](=O)[O-])n3)n2C)cc1` gave L3MBTL1 block 19%, Epigenetic derep 0.0%, IMPase Li inh 3%, HTT aggregate 0%, NPSR antag 18%, CBFb-RUNX1 inh 3% and Luc counter 5%.
Screening COc1ccc(-c2nnc(SC(C)C(=O)Nc3nccs3)n2-c2ccccc2)cc1OC (configuration not stated) returned Epigenetic derep 0.0%, IMPase Li inh 0%[38.3 µM], HTT aggregate -11%, NPSR antag -16%[46.1 µM], CBFb-RUNX1 inh 4% and Luc counter 5%.
`N#C/C(=C\c1cccc([N+](=O)[O-])c1)C(=O)NCc1cccnc1` gave L3MBTL1 block -3%, Epigenetic derep 0.0%, IMPase Li inh 2%, HTT aggregate 3%, NPSR antag 21%, CBFb-RUNX1 inh -4% and Luc counter 4%.
For CCCCc1ccc(NC(=O)c2cnccn2)cc1 the results were Epigenetic derep 0.2%, IMPase Li inh 3%, HTT aggregate 8%, NPSR antag -3%, CBFb-RUNX1 inh 3% and Luc counter -21%.
Screening CCCC(=O)c1ccc(N2CCOCC2)c(F)c1 returned L3MBTL1 block 4%, Epigenetic derep 0.0%, IMPase Li inh -7%[38.3 µM], HTT aggregate -2%, NPSR antag -5%[46.1 µM], CBFb-RUNX1 inh 7% and Luc counter -6%.
`Cc1ccc(NC(=O)COC(=O)CCC(=O)c2cccs2)cc1` gave L3MBTL1 block 14%, Epigenetic derep -0.9%, IMPase Li inh 8%, HTT aggregate 4%, NPSR antag 12%, CBFb-RUNX1 inh 6% and Luc counter 0%.
`COC(OC)c1ccc(C#N)c(=O)[nH]1` gave L3MBTL1 block 1%, Epigenetic derep 2.0%, IMPase Li inh -14%, HTT aggregate -17%, NPSR antag 9%, CBFb-RUNX1 inh 18% and Luc counter 10%.
For Cc1c(NC(=O)CSc2ccccc2F)c(=O)n(-c2ccccc2)n1C the results were L3MBTL1 block 53%[activator], Epigenetic derep -1.6%, IMPase Li inh -6%, HTT aggregate 19%, NPSR antag 7%, CBFb-RUNX1 inh -27% and Luc counter 0%.
COc1ccc(Nc2nc(N3CCCCC3)nc3ccccc23)c(OC)c1 was read as Epigenetic derep 0.1%, IMPase Li inh 49%[activator][38.3 µM], HTT aggregate -51%, NPSR antag inconclusive, CBFb-RUNX1 inh 23% and Luc counter 0%.
Cc1ccc(S(=O)(=O)N2CCN(C(=O)c3c(C)nn(-c4ccccc4)c3Cl)CC2)cc1 was read as L3MBTL1 block 7%, Epigenetic derep -0.3%, IMPase Li inh 13%[38.3 µM], HTT aggregate -20%, NPSR antag -17%[46.1 µM], CBFb-RUNX1 inh -1% and Luc counter 3%.
Cc1cc(C(=O)Nc2ccc(C)c(S(=O)(=O)N3CCOCC3)c2)c(C)o1 was read as L3MBTL1 block 2%, Epigenetic derep -2.9%, IMPase Li inh -1%, HTT aggregate -7%, NPSR antag -5%, CBFb-RUNX1 inh 8% and Luc counter 0%.
For CCC(C)CN1CCC(CO)(Cc2ccccc2Cl)CC1 (configuration not stated) the results were L3MBTL1 block -6%, Epigenetic derep -0.7%, IMPase Li inh 16%, HTT aggregate 5%[9.22 µM], NPSR antag 8%, CBFb-RUNX1 inh -4% and Luc counter 2%.
`CCOC(=O)C1=NN(c2ccccc2C)C2=NC(C)=C(C(=O)OC)C(c3cccs3)N12` (configuration not stated) gave L3MBTL1 block -7%, Epigenetic derep -1.0%, IMPase Li inh 14%, HTT aggregate -16%, NPSR antag -28%, CBFb-RUNX1 inh -7% and Luc counter 2%.
For Cc1cc(C)nc(SCC(=O)N/N=C\c2sccc2C)n1 the results were L3MBTL1 block inconclusive, Epigenetic derep -1.1%, IMPase Li inh 1%[38.3 µM], HTT aggregate 25%, NPSR antag -10%[46.1 µM], CBFb-RUNX1 inh 0% and Luc counter -2%.
For CCc1ccc(C2=NNC(=Nc3cccc(S(=O)(=O)N(C)C)c3)SC2)cc1 the results were L3MBTL1 block -14%, Epigenetic derep -1.1%, IMPase Li inh -4%, HTT aggregate inconclusive, NPSR antag -1%, CBFb-RUNX1 inh inconclusive and Luc counter -1%.
For CCOC(=O)c1[nH]nc2c1C(=O)N(Cc1ccccc1)C2=O the results were L3MBTL1 block 1%, Epigenetic derep 3.9%, IMPase Li inh 6%[38.3 µM], HTT aggregate 23%, NPSR antag -5%[46.1 µM], CBFb-RUNX1 inh 6% and Luc counter -3%.
For C[C@@H]1NC(=O)/C(=C\c2ccccc2Cl)NC1=O the results were Epigenetic derep -1.0%, HTT aggregate 33%[9.22 µM], NPSR antag 3% and CBFb-RUNX1 inh 0%.
Screening O=C(C1CC1)N(CCN(Cc1ccccc1)C(=O)C1CC1)Cc1ccccc1 returned L3MBTL1 block 5%, Epigenetic derep -1.2%, IMPase Li inh 12%[38.3 µM], HTT aggregate 1%, NPSR antag -24%[46.1 µM], CBFb-RUNX1 inh 1% and Luc counter -1%.
Screening O=C(CN(C1CCCCC1)S(=O)(=O)c1ccccc1)NCc1cccnc1 returned L3MBTL1 block 12%, Epigenetic derep -2.0%, IMPase Li inh -2%, HTT aggregate -2%, NPSR antag -2%[46.1 µM], CBFb-RUNX1 inh 9% and Luc counter 0%.
For O=C1CNC(=O)N1CC(=O)N1CCCc2ccccc21 the results were Epigenetic derep 0.7%, IMPase Li inh 33%[38.3 µM], HTT aggregate -8%, NPSR antag 3%[46.1 µM], CBFb-RUNX1 inh 0% and Luc counter -1%.
Screening O=C(Cc1ccc(Cl)cc1)Nc1ccc(S(=O)(=O)Nc2cnc3ccccc3n2)cc1 returned L3MBTL1 block -2%, Epigenetic derep -0.7%[10.1 µM], IMPase Li inh 0%, HTT aggregate 8%[9.22 µM], NPSR antag -19%, CBFb-RUNX1 inh 2% and Luc counter 0%.
For Cc1ccc(S(=O)(=O)Nc2ccc(C(=O)Nc3cc(C)on3)cc2)cc1 the results were L3MBTL1 block 35%[activator], Epigenetic derep 0.0%, IMPase Li inh 4%, HTT aggregate -24%, NPSR antag -17%[46.1 µM], CBFb-RUNX1 inh -3% and Luc counter 2%.
NC(=O)CSc1n[nH]c(-c2ccco2)n1 was read as Epigenetic derep 1.5%, HTT aggregate -15%[9.22 µM], NPSR antag 12% and CBFb-RUNX1 inh 8%.
Screening O=C(O)CCC(=O)Nc1ccc(Br)cc1C(=O)c1ccccc1Cl returned L3MBTL1 block -3%, Epigenetic derep -1.0%, HTT aggregate 24%[9.22 µM], NPSR antag -24% and CBFb-RUNX1 inh 0%.
`CCCNC(=O)Cn1c(=O)n(C)c2ccccc21` gave L3MBTL1 block 53%[activator], Epigenetic derep -4.9%, HTT aggregate 1%[9.22 µM], NPSR antag 47% and CBFb-RUNX1 inh 18%.
Screening c1ccc(CC2CCN(c3ncnc4sccc34)CC2)cc1 returned L3MBTL1 block 55%[activator], Epigenetic derep -1.1%, IMPase Li inh 19%, HTT aggregate inconclusive, NPSR antag -53%, CBFb-RUNX1 inh 13% and Luc counter 2%.

Looked up by structure from above, three records:
`COC(=O)c1sccc1NC(=O)c1ccncc1` gave L3MBTL1 block 4%, Epigenetic derep 0.8%, IMPase Li inh -9%[38.3 µM], HTT aggregate -5%, NPSR antag 10%[46.1 µM], CBFb-RUNX1 inh 10% and Luc counter -2%.
Cc1c(C(=O)OCc2ccccc2)nnn1-c1nonc1N was read as L3MBTL1 block 3%, Epigenetic derep 1.0%, IMPase Li inh -3%[38.3 µM], HTT aggregate inconclusive, NPSR antag -20%[46.1 µM], CBFb-RUNX1 inh 0% and Luc counter -6%.
For Cc1c(NC(=O)CSc2ccccc2F)c(=O)n(-c2ccccc2)n1C the results were L3MBTL1 block 53%[activator], Epigenetic derep -1.6%, IMPase Li inh -6%, HTT aggregate 19%, NPSR antag 7%, CBFb-RUNX1 inh -27% and Luc counter 0%.
